Growth percent in the NCI-60 one-dose screen (48 h, 10 µM unless noted): 100 = growth as untreated, 0 = no growth, -100 = all killed.
CCRF-CEM = CCRF-CEM leukemia. 7% of 77,000 active
SR = SR leukemia cells; 8.7% of 73,000 active
MOLT-4 = MOLT-4 leukemia cells | AID 1794779 | 6.9% of 80,000 active
RPMI-8226 = RPMI-8226 leukemia cells; 7.5% of 77,000 active
K-562 = K-562 leukemia; 7.4% of 78,000 active; AID 1794777
MDA-MB-435 = MDA-MB-435 melanoma. 7.8% of 82,000 active
HOP-62 = HOP-62 NSCLC | AID 1794735 | 3.9% of 80,000 active
MDA-MB-468 = MDA-MB-468 breast cancer; 8.5% of 78,000 active; AID 2202374
The depositor's hits bear a star; nt = not tested or not shown; & = joins results of further samples. How the source made its calls: active means growth percent below 10; inactive means the rest.

SMILES,CCRF-CEM,SR,MOLT-4,RPMI-8226,K-562,MDA-MB-435,HOP-62,MDA-MB-468
O=C(NC1CCN(Cc2ccccc2)CC1)c1cc(-c2ccncc2)nc2ccc(Cl)cc12,2.8*,8.1*,7.6*,21.9,13.4,28.0,45.6,12.8
c1ccc(CC2=Nc3ccccc3N3CNN=C23)cc1,nt,101.6,97.8,95.5,97.7,109.3,110.4,98.3
O=C(CN1CCN(Cc2c[nH]c3ccccc23)C(=O)c2ccccc2C1=O)NC12CC3CC(CC(C3)C1)C2,89.8,80.4,88.2,80.8,85.4,102.4,87.6,82.8
NC(=O)c1ccc2c(c1)OCO2,101.8,nt,104.7,106.3,114.7,100.2,111.8,88.9
C[C@]12C=CC(=O)C=C1[C@@H](F)C[C@@H]1[C@@H]2[C@@H](O)C[C@@]2(C)[C@H]1CC[C@]2(O)C(=O)CO,46.5,106.1,108.2,72.7,124.8,102.9,104.4,123.0
CCCCCCCCOC(=O)Nc1ccccc1,108.0,91.4,101.8,104.0,95.6,98.1,96.9,98.9
CCOc1ccc(NC(=O)CC(C)O)cc1 (centres undefined),81.3,nt,93.1,96.1,nt,102.0,90.7,81.7
CC(C)NCCCNCC(=O)Nc1ccc(S(=O)(=O)c2ccc(NC(=O)CNCCCNC(C)C)cc2)cc1,94.3,87.2,72.6,97.0,96.4,102.2,89.7,111.5

Following part
SMILES,CCRF-CEM,SR,MOLT-4,RPMI-8226,K-562,MDA-MB-435,HOP-62,MDA-MB-468
O=C(Nc1ccncc1)c1ccc(-n2c(=O)[nH]c3ccccc3c2=O)cc1,-31.5*,nt,nt,100.0,nt,103.0,99.0,69.6
Cc1ccc(-c2c3c(N)nc(-c4cccnc4)nc3nc3c2c(C)nn3-c2ccccc2)cc1,nt,82.5,93.6,81.2,86.7,82.7,nt,74.6
CCOC(=O)c1ccc2c(c1)nc(NS(=O)(=O)c1ccc(C(F)(F)F)cc1)n2CCCOC(C)C,78.0,91.2,80.2,82.7,90.0,97.8,111.6,81.8
CC12OC(c3ccccc3)C(C)(C1=O)C(c1ccccc1)=C2c1ccccc1 (centres undefined),49.9,40.9,55.5,26.4,56.3,81.6,77.1,41.8
COc1ccc(N=Cc2c(O)ccc3c2oc2cc(Cl)c(O)c(Cl)c23)cc1,77.9,83.0,89.1,78.3,81.1,94.0,95.0,72.5
Cc1ccc(C(=O)Nc2c(C)cccc2C)cc1,97.2,nt,98.2,103.1,96.2,103.1,102.1,101.3
CN1CCN(c2nc(SCc3ccc(F)cc3)nc(-c3ccc(F)cc3)c2C#N)CC1,92.3,121.1,94.2,85.0,81.5,95.3,35.6,76.4
O=c1cnn(C2OC(COP(=O)(O)O)C(O)C2O)c(=O)[nH]1 (centres undefined),nt,nt,49.0,nt,29.7,86.7,66.9,92.4

Remaining list, next part.
SMILES,CCRF-CEM,SR,MOLT-4,RPMI-8226,K-562,MDA-MB-435,HOP-62,MDA-MB-468
CC(=O)c1c(C)n(CCO)c2c1c(C)nc1ccccc12,94.8,90.5,99.0,103.8,81.9,99.3,96.6,113.3
COc1cc(C2CC(=O)NC3=NC(=O)N(c4ccccc4)C32)cc(OC)c1OC (centres undefined),101.0,101.5,97.8,107.5,98.4,106.6,84.7,90.9
O=C(/C=C/c1ccccc1)c1ccc(N=Cc2ccccc2)cc1,66.8,46.7,80.2,54.1,41.0,95.9,nt,84.5
O=C(N/N=C\c1ccc([N+](=O)[O-])cc1)C(=O)N/N=C\c1ccc([N+](=O)[O-])cc1,87.7,99.3,101.6,92.5,100.9,107.5,94.6,128.2
CC1NC(=S)NC(=O)/C1=C/c1cc(=O)oc2c1ccc1ccccc12 (centres undefined),81.0,94.0,88.6,102.3,94.6,105.0,82.1,103.0
C=C1C2CC[C@@]3(CC[C@@H]4[C@@]5(C)CCC[C@@]4(C=[N+](CCO)C5)[C@@H]3C2)[C@@H]1O,106.6,99.8,28.2,102.7,110.5,88.3,97.2,105.1
NNc1ccc2ccccc2c1,114.2&84.1,94.9&82.3,109.5&94.3,97.2&92.8,115.4&86.0,103.2&98.8,97.4&81.1,88.7&83.7
CCn1cc(C(=O)O)c(=O)c2cc(F)c(N3CCN(CC(=O)Nc4ccc(Cl)cc4)C(C)C3)c(F)c21 (centres undefined),97.5,102.9,99.0,108.1,85.8,94.1,105.9,92.6

New compounds follow:
SMILES,CCRF-CEM,SR,MOLT-4,RPMI-8226,K-562,MDA-MB-435,HOP-62,MDA-MB-468
CC(C)c1cc(C(C)(C)C)c(O)c(C(C)(C)C)c1,110.2,100.5,101.9,109.3,105.8,103.9,84.7,110.3
Cc1ccc2c(c1)C(N1CCCC1=O)CCN2Cc1cc2ccccc2[nH]c1=O (centres undefined),82.9,78.3,75.3,79.8,nt,93.8,78.7,90.4
COc1cnc2c(c1)C(=O)c1c-2n(CCCN2CCC[C@H]2CO)c(=O)c2cc(OC)c(OC)cc12,27.5,15.8,40.0,39.6,42.9,75.1,58.0,78.3
N#CC1(C#N)C(/C=C/c2ccccc2)OC23CCCCC2C1(C#N)C(=N)O3 (centres undefined),96.0,84.3,103.0,103.4,94.0,101.7,109.1,97.5
CC(=O)Nc1c(OC(C)=O)ccc2cc(Br)ccc12,108.0,97.6,94.2,102.6,102.0,113.4,103.5,89.8
COc1cc2c(cc1O)CC[C@@H]1[C@@H]2CC[C@]2(C)[C@@H](OCCN(C)C)CC[C@@H]12,10.3,-11.6*,33.9,6.0*,nt,-56.8*,59.9,19.3
CC(=O)c1cc2c(N)c(C(=O)Nc3cccc4ccncc34)sc2nc1C,101.4,49.8,88.7,103.3,82.2,6.8*,91.8,71.6
Nc1ncnc2c1ncn2CCO,97.9,95.4,100.8,101.4,98.9,104.5,99.3,98.5

Reformatted with values under each structure: 3 of the compounds above
Value order – CCRF-CEM	SR	MOLT-4	RPMI-8226	K-562	MDA-MB-435	HOP-62	MDA-MB-468
> COc1cnc2c(c1)C(=O)c1c-2n(CCCN2CCC[C@H]2CO)c(=O)c2cc(OC)c(OC)cc12
→ 27.5	15.8	40.0	39.6	42.9	75.1	58.0	78.3
> N#CC1(C#N)C(/C=C/c2ccccc2)OC23CCCCC2C1(C#N)C(=N)O3 (centres undefined)
→ 96.0	84.3	103.0	103.4	94.0	101.7	109.1	97.5
> CC(=O)Nc1c(OC(C)=O)ccc2cc(Br)ccc12
→ 108.0	97.6	94.2	102.6	102.0	113.4	103.5	89.8

(listing goes on)
structure | CCRF-CEM | SR | MOLT-4 | RPMI-8226 | K-562 | MDA-MB-435 | HOP-62 | MDA-MB-468
COc1ccc(C(=O)/C=C/c2ccc(/C=C/c3cc(OC)c(OC)c(OC)c3)cc2)cc1 | 19.6 | 9.6* | 9.6* | -0.6* | 14.4 | 41.0 | 71.0 | 51.9
CC(=O)O[C@]1(C(C)=O)CC[C@H]2[C@@H]3C[C@H](C)C4=CC(=O)NCC[C@]4(C)[C@H]3CC[C@@]21C | 87.9 | nt | 87.7 | 74.7 | 90.7 | 102.1 | 89.0 | 104.2
CCOC(=O)C1C(C)NC(C)C(C(=O)OCC)C1C (centres undefined) | 102.1 | 133.5 | 113.3 | nt | 115.1 | 91.7 | 105.9 | nt
O=S(=O)(Nc1cc(Cl)c(F)c(Cl)c1)c1ccc(-c2cnc(C3CC3)o2)cc1 | 20.7 | 36.0 | 38.0 | nt | 15.0 | nt | 36.2 | 13.5
Nc1nc(Cl)c(C=O)c(N2CCOCC2)n1 | nt | 132.2 | 118.7 | 117.4 | 106.7 | 106.7 | 97.2 | 108.7
O=C1C(Cl)=C(Nc2ccc(S(=O)(=O)N3CCOCC3)cc2)C(=O)c2ccccc21 | 7.0* | -3.2* | 5.9* | 21.2 | 6.7* | 88.1 | 86.3 | 74.1
CC1=CC(=O)C2=C(C)CC(OC(=O)c3ccccc3)[C@@H]3[C@H](OC(=O)[C@@H]3C)[C@@H]12 (some centres undefined) | 95.7 | 86.9 | 86.7 | 76.6 | 80.0 | 101.3 | 109.9 | 89.0
O=C(Nc1ncnc2nc[nH]c12)c1ccco1 | 90.1 | 96.0 | 100.7 | 108.8 | 101.1 | 102.4 | 103.7 | 92.0
CCC(C)C1NC(=O)c2nc(oc2-c2ccccc2)-c2csc(n2)-c2csc(n2)-c2nc(oc2C)-c2coc(n2)CNC(=O)C(C(C)CC)NC1=O (centres undefined) | -66.4* | -47.8* | -66.2* | -63.5* | -66.3* | -87.5* | -57.0* | -76.9*
O=C(NCCNC(c1ccccc1)C(NCCNC(=O)c1ccccc1)c1ccccc1)c1ccccc1 (centres undefined) | 97.1 | 50.2 | 72.2 | 90.1 | 81.6 | 114.5 | 104.5 | 81.5
COc1ccc(N=N/N=c2\sc3cc(OC)ccc3n2C)cc1 | 93.5 | 88.9 | 92.1 | 77.3 | 80.8 | 104.2 | 86.4 | nt
N#Cc1nc(-c2ccc(F)cc2)oc1S(=O)(=O)N1CCOCC1 | 3.1* | -5.9* | -5.3* | 41.2 | 7.5* | 79.8 | 101.0 | 29.0
Cc1cc(O)c2c(c1)C(=O)c1cc(O)cc(O)c1C2=O | 80.0&82.5 | 86.0&108.2 | 85.9&101.4 | 74.3&75.8 | 87.9&75.9 | 83.6&76.8 | 78.1&97.9 | 73.2
COC(=O)CC1Oc2ccc(F)cc2-c2nc(C)ncc21 (centres undefined) | 98.9 | 93.5 | 94.8 | 102.5 | 92.5 | 98.9 | 99.1 | 96.2
Cc1cc(C)n(C(=O)CSc2nnc3sc4ccccc4n23)n1 | 104.5 | 95.4 | 102.1 | 104.9 | 104.1 | 101.6 | 105.7 | 97.5

Some of these compounds in order of heavy-atom count, low to high:
structure | CCRF-CEM | SR | MOLT-4 | RPMI-8226 | K-562 | MDA-MB-435 | HOP-62 | MDA-MB-468
O=C(Nc1ncnc2nc[nH]c12)c1ccco1 | 90.1 | 96.0 | 100.7 | 108.8 | 101.1 | 102.4 | 103.7 | 92.0
O=C1C(Cl)=C(Nc2ccc(S(=O)(=O)N3CCOCC3)cc2)C(=O)c2ccccc21 | 7.0* | -3.2* | 5.9* | 21.2 | 6.7* | 88.1 | 86.3 | 74.1
COc1ccc(C(=O)/C=C/c2ccc(/C=C/c3cc(OC)c(OC)c(OC)c3)cc2)cc1 | 19.6 | 9.6* | 9.6* | -0.6* | 14.4 | 41.0 | 71.0 | 51.9

(more compounds)
structure | CCRF-CEM | SR | MOLT-4 | RPMI-8226 | K-562 | MDA-MB-435 | HOP-62 | MDA-MB-468
COc1ccc(CN2C(=O)C(=Nc3cc(OC)c(OC)c(OC)c3)c3cc(OC)ccc32)cc1 | 66.8 | 57.9 | 83.7 | 85.7 | 66.2 | 102.8 | 83.9 | 85.5
CN1C=C/C(=C/[N+](=O)[O-])N(C)C1=O | nt | 101.3 | 98.3 | 101.0 | 103.1 | 104.7 | 100.2 | 105.4
O=C1c2ccccc2C(=O)c2cc3c(cc21)CCCC3 | 93.1 | 94.3 | 93.9 | 76.8 | 98.6 | 108.0 | 92.4 | 71.5
Nc1nc(Cn2c(-c3nonc3N)nc3ccccc32)nc(N2CCCCC2)n1 | 85.7 | 58.9 | 83.2 | 68.0 | 49.3 | 39.2 | 91.7 | 72.8
CN1CCN(CCCOc2ccc3ncnc(Nc4ccc(OCc5cccc(F)c5)c(Cl)c4)c3c2)CC1 | 2.7* | -6.5* | -12.8* | -24.6* | -26.9* | -88.4* | 19.7 | -63.1*
CC(C)[C@@H](C)/C=C/[C@@H](C)[C@H]1CCC2=C3CCC4=CC(=O)C=C[C@]4(C)[C@H]3CC[C@@]21C | 100.2 | 102.3 | 103.0 | 101.7 | 99.5 | 100.6 | 84.3 | 93.9
CCN(Cc1ccccc1)N=Nc1ccccc1 | 91.1 | 93.8 | 93.2 | 109.6 | 106.1 | 110.5 | 97.0 | 120.1
CC1=C(C(=O)OCc2ccccc2)C(c2cccc(C#N)c2)C(C(=O)OCc2ccccc2)=C(C)N1 | 45.3 | 42.5 | 31.9 | 34.3 | 30.7 | 63.5 | 90.0 | 37.5
S=c1[nH]nc(-c2cc(-c3cccnc3)n(-c3ccccc3)n2)o1 | 107.9 | 101.8 | 97.2 | 107.0 | 94.9 | 115.3 | 95.3 | 127.8
Cc1ccc(-n2cc(/C=N/NC(=O)c3ccccc3)c(-c3ccc(S(C)(=O)=O)cc3)n2)cc1 | 79.9 | 62.7 | 76.1 | 81.1 | 53.3 | 73.1 | 96.7 | 94.0
C=CCSCC1Nc2cc(Cl)c(S(N)(=O)=O)cc2S(=O)(=O)N1 (centres undefined) | 108.4 | 98.1 | 101.4 | 133.2 | 96.6 | 101.2 | 106.0 | 104.8
COc1cnc2c(c1)C(=O)c1c-2n(CCCNC2=NCCS2)c(=O)c2cc(Cl)ccc12 | -23.0* | 2.5* | -41.5* | -31.2* | -58.3* | 7.7* | -78.9* | -4.7*
C/C(=C(/c1ccc(Cl)cc1)c1ccc(OCCN)cc1)c1cccc(O)c1 | 90.5 | 66.0 | 90.7 | 87.3 | 78.5 | 97.9 | 97.7 | 84.3
c1cnc2c(c1)CCC[C@@H]2N(CCCN1CCNCC1)Cc1cc2ccccc2cn1 | 63.0 | nt | 83.5 | 77.8 | 35.5 | 94.3 | 41.9 | 77.4

The order is random; 15% or so of the library scored in one or more.
